Screening results (PubChem BioAssay)
PhoP GFP inhibition: PhoP regulon inhibitors, Salmonella typhi PhoP promoter GFP reporter, confirmatory (AID 1850) | actives 0.33% (n = 310,000) | Salmonella Typhi PhoP-promoter GFP reporter, fluorescence, 4 h; higher % means a stronger effect | inhibition, % at 50 µM, or IC50 in µM where a hit was titrated; in the data active means a potency from the dose series; inconclusive means inhibition mostly from about 25% at the one dose, without a potency; inactive means the rest, 99 in 100 with inhibition below about 19%;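 further: 0% = induced wells with vehicle and 100% = uninduced wells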
VEEV TC-83 Vero: inhibitors of VEEV TC-83 cytopathic effect, confirmation, Vero cells (AID 588727); Vero cells, VEEV TC-83 cytopathic effect inhibition; higher % means a stronger effect; inhibition, % at 20 µM, or IC50 in µM where a hit was titrated; actives 0.13% (n = 350,000); in the data active means a potency from the dose series; inconclusive means inhibition mostly from about 14% at the one dose, without a potency; inactive means the rest, 99 in 100 with inhibition below about 12%; further: strong numbers were not always called active
M. tuberculosis HTS: M. tuberculosis growth inhibition, HTS (AID 449762); actives 0.59% (n = 330,000); M. tuberculosis H37Rv growth inhibition, 7H9 media; higher % means a stronger effect; inhibition, % at 25 µM; hits with a dose series show IC50 in µM; in the data active means a potency from the dose series; inconclusive means inhibition above about 70% without an active follow-up result;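 further: bacterial growth assessed after seven days of incubation; strong numbers were not always called active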
influenza NS1A: H1N1 influenza NS1A inhibitors, functional cell based assay (AID 504329) | actives 0.3% (n = 340,000) | NS1A functional cell-based assay, percent inhibition; higher % means a stronger effect | inhibition, % at 12.5 µM; hits with a dose series show IC50 in µM; in the data active means a potency from the dose series; inconclusive means inhibition above about 27% without an active follow-up result; further: strong numbers were not always called active
M. tuberculosis: growth inhibition of non-replicating M. tuberculosis (AID 488890); inhibition, % at 25 µM; hits with a dose series show IC50 in µM; actives 0.39% (n = 320,000); Mycobacterium tuberculosis non-replicating, growth inhibition; higher % means a stronger effect; in the data active means a potency from the dose series; inconclusive means inhibition mostly from about 82% at the one dose, without a potency; inactive means the rest, 99 in 100 with inhibition below about 76%;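 further: plate controls were DMSO cells for no effect and high antibiotic wells for full effect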
VEEV TC-83 Vero 10K pilot screen: further read-out of VEEV TC-83 Vero, marked with its call; inhibition, %; measured here: 10K pilot screen inhibition
* marks the source's active call; other numbers are inactive results; i = inactive; ? = inconclusive; . = no result given.

SMILES	PhoP GFP inhibition	VEEV TC-83 Vero	M. tuberculosis HTS	influenza NS1A	M. tuberculosis	others
COc1ccc(C(C)=O)cc1COC(=O)c1cccnc1Cl	11%	1.0%	-8%	9%	-27%
COCCCNc1oc(/C=C/c2ccccc2)nc1C#N	-6%	0.3%	4%	-9%	36%
COCCCn1c(=O)c2sccc2n2c(CCCC(=O)NCc3ccc(OC)cc3)nnc12	-2%	1.3%	-3%	-21%	3%
CC1(C)SC[C@H](C(=O)Nc2cccc(Cl)c2)N1C=O	5%	0.3%	1%	0%	-4%
CCc1nnc(SCC(=O)Nc2ccc(NC(C)=O)cc2)n1-n1cccc1	6%	1.4%	-4%	3%	-7%
Fc1ccc(-c2cn3cc(C(F)(F)F)cc(Cl)c3n2)cc1	-2%	2.8%	37%	-8%	21%
Cc1ccc(N2CCN(S(=O)(=O)c3cccs3)CC2C)cc1 (centres undefined)	5%	5.3%	10%	-2%	35%
CCOCCOC(=O)C1=C(C)NC(=O)NC1c1ccc2c(c1)OCO2 (centres undefined)	-6%	0.3%	6%	-6%	-4%
Cc1cc(C)n2nc(C(=O)NC3CCCc4ccccc43)nc2n1 (centres undefined)	-17%	1.2%	5%	-1%	1%
CCOc1cc(CC(=O)N[C@@H](CC(C)C)c2ccccc2N2CCCCC2)ccc1C(=O)O	14%	9.2%	10%	-1%	27%
COc1ccc2c(c1)NC(=O)CC(c1ccccc1)=N2	6%	3.4%	2%	1%	7%
COC(=O)c1cc(C)sc1NC(=O)c1ccco1	-4%	1.2%	-16%	8%	-1%
COc1cccc(-n2c(=O)c3ccccc3n(CC(=O)NCC3CCCO3)c2=O)c1 (centres undefined)	4%	2.2%	4%	-6%	-9%
C=CCC(=O)N1CCCC(C(=O)c2ccc(Cl)cc2)C1 (centres undefined)	14%	0.4%	0%	-2%	57%
Cc1ccc(Nc2cc(C)nc3ncnn23)c(Cl)c1	-6%	5.9%	-6%	-5%	45%
CCOC(=O)c1cnc(SCC(=O)N2CCOCC2)nc1N	-2%	0.7%	-8%	2%	-12%
O=C(COc1ccccc1Cl)Nc1ccc(CN2CCOCC2)cc1	-9%	3.5%	-7%	5%	7%
CCCCN=C1C([N+](=O)[O-])=CC=C2C1=NC1(CCCCC1)N2O	-5%	3.0%	18%	44µM*	17%
CCOC(=O)C1CCCN(c2c(N3CCC(N4CCCCC4)CC3)c(=O)c2=O)C1 (centres undefined)	-9%	i	5%	0%	.
O=C(CNC(=O)Cc1ccc(Cl)cc1)NCc1ccco1	19%	0.2%	-13%	-1%	-18%
CC(=O)Nc1cc(-n2cnnn2)ccc1C	-3%	0.7%	-5%	-9%	-15%
C/C(=N\NC(=O)CSc1nc(C)cc(C)n1)c1cccc([N+](=O)[O-])c1	-9%	i	6%	0%	6%
Cc1ccc(-c2ccc(SCC(=O)Nc3nonc3C)nn2)cc1	-7%	i	?	6%	?
COc1ccc(-n2c(SCC(=O)NCCC(C)C)nc3ccsc3c2=O)cc1	-5%	2.1%	7%	2%	3%
CCn1c(CCNC(=O)c2ccc(OC)cc2)nnc1SCc1ccc(Cl)cc1Cl	-5%	i	1%	1%	17%	VEEV TC-83 Vero 10K pilot screen=1.6
CCN(CC(=O)Nc1c(F)cccc1F)C(=O)COc1ccc2c(c1)CCC2	-8%	0.9%	0%	-4%	28%
O=C(NC1CCCC1)C(c1ccsc1)N(CCc1ccccc1)C(=O)Cc1cccs1 (centres undefined)	0%	i	8%	5%	-9%
CC(=O)c1ccc(Sc2ccccn2)c([N+](=O)[O-])c1	9%	2.1%	0%	.	-13%
Cc1nnc(N2C(=O)C(=O)/C(=C(/O)c3ccc4c(c3)OCCO4)C2c2ccc(F)cc2)s1 (centres undefined)	4%	i	1%	6%	4%
Cc1ccc(OC(=O)c2cccc([N+](=O)[O-])c2)c(-n2nc3ccccc3n2)c1	0%	2.6%	2%	13%	70%
O=C1OCC/C1=C\c1ccccc1	-7%	1.2%	-5%	-15%	-14%
O=C(N/N=C/c1ccc(Br)o1)/C(=C/c1ccc([N+](=O)[O-])cc1)NC(=O)c1ccccc1	4%	0.5%	1%	-2%	9%
CCC(=O)N1CCN(c2ccccc2NC(=O)Cc2ccc(Cl)cc2)CC1	-1%	i	4%	-5%	9%
Fc1ccc(Nc2ccnc(Nc3ccc(F)cc3)n2)cc1	20µM*	1.4%	16%	-4%	67%
O=C(COC(=O)CCC(=O)c1cccs1)Nc1ccc(Cl)cn1	-10%	0.5%	-4%	7%	-5%
CN(C)C(CNC(=O)c1cccc(S(=O)(=O)N(C)C)c1)c1ccccc1 (centres undefined)	-16%	1.2%	-1%	3%	12%
COc1cc(C=O)ccc1OCCCOc1ccc([N+](=O)[O-])cc1	3%	0.3%	-7%	-9%	59%
Cc1cc(=O)n2nc(N3CCC(C(=O)NCCc4ccc(Cl)cc4)CC3)sc2n1	-1%	2.2%	-2%	3%	15%
CC(C)Cc1n[nH]c(=O)c2c1nnn2Cc1ccccc1F	0%	0.3%	-4%	-20%	66%
NCCCC[C@H]1CNC(=S)N1CC1CCCCC1	-4%	0.6%	-2%	-1%	57%
O=C(CSc1nncc2ccccc12)Nc1cccc(C(=O)O)c1	-2%	3.1%	-9%	-1%	-1%
O=C(Nc1ccc(Cl)c(Cl)c1)c1ccccc1	-29%	4.1%	?	-11%	?
O=C(CN1CCCCCC1)Nc1cccc(Br)c1	11%	0.8%	-13%	0%	11%	VEEV TC-83 Vero 10K pilot screen=0.6
CN1C(=O)C(Cc2nc3ccccc3c(=O)n2-c2ccccc2)c2ccccc21 (centres undefined)	4%	0.6%	-9%	-1%	19%
COC(=O)NC1(C(F)(F)F)C(=O)Nc2c1c(=O)n(C)c(=O)n2C (centres undefined)	-3%	0.4%	-10%	-3%	-1%
CC1CCN(Cc2c(C(=O)N/N=C/c3ccccc3O)nnn2-c2nonc2N)CC1	7%	14%	5%	0%	5%
Cn1cc(C(=O)NC2CCCCCC2)c(=O)c2cc(S(=O)(=O)N3CCCC3)ccc21	8%	1.8%	5%	3%	-8%
CN1CCN(Cc2ccc3ccccc3c2)CC1	-8%	0.4%	1%	-2%	3%
O=C(NCc1ccc2c(c1)OCO2)c1ccc(S(=O)(=O)NCC2CCCO2)cc1 (centres undefined)	-4%	0.7%	4%	-3%	7%
CCN1CCN(C(=O)CN(c2cccc(Br)c2)S(=O)(=O)c2ccccc2)CC1	5%	0.8%	0%	-1%	0%

(continued)
SMILES	PhoP GFP inhibition	VEEV TC-83 Vero	M. tuberculosis HTS	influenza NS1A	M. tuberculosis	others
Cc1ccccc1-n1c(=O)c2ccccc2n2nnnc12	17%	3.6%	1%	-3%	-3%
CCCCOC(=O)Nc1ccc(OC)cc1S(=O)(=O)N1CCOCC1	1%	0.5%	2%	-15%	1%
O=C(COn1nnc2ccc(C(F)(F)F)cc21)Nc1c(Cl)cccc1Cl	4%	i	6%	5%	16%
Clc1ccc(C[n+]2cc(-c3ccccc3)n3c2CCCCC3)c(Cl)c1	6%	1.4%	7%	-4%	68%
O=C(NCc1cccnc1)c1cccc(-c2cc3ccccc3oc2=O)c1	2%	2.3%	-3%	-13%	6%
COc1ccc(C)cc1NC(=O)Nc1cccc(C(=O)O)c1	-5%	0.8%	-11%	-3%	-1%
Cn1c(=O)c([N+](=O)[O-])c(Cl)c2ccccc21	.	?	.	-2%	.
CC(C)(C)NC(=O)C(=O)NNC(=O)c1ccco1	5%	0.0%	-5%	-5%	11%
Cc1ccn2c(CNCCn3cccn3)c(C(=O)N3CCCCCC3)nc2c1	-6%	0.9%	2%	-9%	4%
COc1cc(OC)cc(C(=O)N[C@H](C(=O)Nc2nc3ccc(S(C)(=O)=O)cc3s2)C(C)C)c1	1%	1.6%	10%	8%	28%
O=C(NC1CCCCC1)N(Cc1nc2ccccc2c(=O)[nH]1)C1CCCC1	10%	1.4%	8%	-4%	13%
COc1ccc(C2=[N+]([O-])C(C)(C)N(O)C2C)cc1 (centres undefined)	-6%	0.3%	-1%	-3%	7%
O=C(CCNC(=O)c1ccco1)NCCc1ccc(Cl)cc1	2%	i	5%	-5%	3%
CC(C)(C)NC(=O)CSc1nc(O)cc(=O)n1-c1ccccc1F	0%	6.5%	-1%	-2%	-3%
Cc1ccc(O)c(C(=O)c2coc(=N)c(C(=O)NC(C)C)c2)c1	18%	i	-6%	-2%	7%
COC(=O)c1cnc2c(C(F)(F)F)cccc2c1OC	-18%	9.5%	5%	-5%	-3%
COc1cc(Br)c(CN2C(=O)NC3(CCCCCC3)C2=O)cc1OC	8%	2.7%	3%	-5%	3%
O=C(CC12CC3CC(CC(C3)C1)C2)N1CCCC1	-4%	i	-2%	-3%	78%
Cc1ccccc1CSc1nnc(CCCCCNC(=O)OC(C)(C)C)o1	4%	i	?	.	40%
COc1ccc(/C=C/c2nc3ccccc3n2Cc2ccc(OC)c(OC)c2)cc1	-5%	0.1%	23%	-15%	35%
COC(=O)C(CCSC)NC(=O)c1cc2c(n(-c3ccc(C)cc3)c1=O)CCCC2=O (centres undefined)	3%	1.4%	7%	-3%	38%
CCOc1ccc(C2NC(=O)c3sc(=S)n(-c4ccccc4)c3N2)cc1 (centres undefined)	1%	2.0%	0%	-1%	-8%
COc1ccccc1NC(=O)Cc1nnc(SCC(=O)NC2=NCCS2)n1C	0%	0.1%	-4%	-6%	-9%
O=C(COC(=O)COc1ccccc1)Nc1cccnc1Cl	.	1.6%	0%	-9%	-7%
CC(C)C(=O)Nc1nnc(Cc2ccccc2)s1	-6%	4.3%	-7%	-4%	-2%
CC(=O)/C(C#N)=C1\NC(=O)C(Cc2ccccc2C)S1 (centres undefined)	4%	5.5µM*	-2%	.	49%
CCOC(=O)C1CCN(CC(=O)c2c(C)[nH]c3cc(C)ccc23)CC1	-8%	1.8%	9%	3%	8%
COC(=O)CN1C(=O)N/C(=C/c2cc3c(cc2OC)OCO3)C1=O	17%	0.6%	2%	0%	0%
CCOc1ccc(NC(=O)c2ccncc2)cc1	-9%	0.4%	-1%	-3%	-1%
Cc1c(CC(=O)NCCCC(=O)O)c(=O)oc2cc3oc4c(c3cc12)CCCC4	-5%	i	-4%	-10%	2%
COc1cc(/C=C/C(=O)c2ccc3c(c2)OCO3)cc(Cl)c1O	2%	2.7%	58%	4%	48%
CC(C)Sc1nc(SCC(=O)O)c2c3c(sc2n1)COC(C)(C)C3	-20%	1.8%	2%	-12%	1%
